FLuc modulator = firefly luciferase modulation, counter-screen for miR-21 project; purified FLuc, Km substrates, luminescence inhibition; Potency, µM (doses to about 57.5 µM), without a hit: at the top dose activity change, negative = inhibition, usual class: inhibitors; 360,000 tested, 6.9% active; P08659; AID 588342; active means well fitted inhibition curve with a large enough effect; inconclusive means small, poorly fitted or top-dose-only effect;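 further: plate controls were vehicle for no effect and reference inhibitor for full effect; nearly all actives have a fitted effect of over 55% in size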
Target sequence (P08659 whole entry, looked up): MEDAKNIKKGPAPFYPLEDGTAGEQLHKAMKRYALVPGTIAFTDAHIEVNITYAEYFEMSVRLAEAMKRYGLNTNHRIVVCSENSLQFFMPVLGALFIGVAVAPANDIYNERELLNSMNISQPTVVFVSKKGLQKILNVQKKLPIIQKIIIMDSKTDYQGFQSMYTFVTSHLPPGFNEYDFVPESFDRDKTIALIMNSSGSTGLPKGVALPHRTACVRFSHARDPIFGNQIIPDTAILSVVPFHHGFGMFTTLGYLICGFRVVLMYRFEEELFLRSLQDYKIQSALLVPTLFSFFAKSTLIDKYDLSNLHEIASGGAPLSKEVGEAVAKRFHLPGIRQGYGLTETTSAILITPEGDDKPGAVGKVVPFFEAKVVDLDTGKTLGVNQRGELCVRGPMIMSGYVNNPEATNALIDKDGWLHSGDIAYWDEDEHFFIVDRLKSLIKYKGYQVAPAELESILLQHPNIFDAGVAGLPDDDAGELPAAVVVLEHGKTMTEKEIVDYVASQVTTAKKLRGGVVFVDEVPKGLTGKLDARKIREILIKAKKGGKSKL
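Biochemical qHTS of compounds, final roughly 60 µM downward over six points, against 10 nM purified firefly luciferase using Km concentrations of substrates (10 uM D-luciferin, 10 uM ATP) in Tris acetate pH 7.5 buffer; luminescence output.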
* marks the source's active call; other numbers are inactive results. Potency means the concentration at half of the fitted maximal effect. An excerpt, so the mix of outcomes need not match the whole.

For CCOC(=O)c1[nH]c2c(c1Cc1ccccc1OC)C(=O)CC(c1ccc(OC)cc1)C2 (stereo not drawn) the results were FLuc modulator -1%.
Screening O=C(NCCC1=CCCCC1)C1CCN(C(=O)N2CCOc3ccc(Cl)cc32)CC1 returned FLuc modulator 2%.
`CC(=O)N1c2ccc(S(=O)(=O)NCC3CCC(C(=O)Nc4ccc(F)cc4)CC3)cc2CC1C` (stereo not drawn) gave FLuc modulator -10%.
`CCOC(=O)c1[nH]c2c(c1Cc1ccccc1OC)C(=O)CC(c1ccc(OCC)cc1)C2` (stereo not drawn) gave FLuc modulator 0%.
COC(=O)c1ccc(Oc2nc3c(c(=O)n(C)c(=O)n3C)n2C(C)C)cc1 was read as FLuc modulator 4%.
`Cc1cccc(Cn2c(=O)n(CC3CCC(C(=O)N4CCOCC4)CC3)c(=O)c3sccc32)c1` (stereo not drawn) gave FLuc modulator 6%.
Cc1c(Cl)cccc1NC(=O)Cn1c(=O)n(Cc2ccco2)c(=O)c2oc3ccccc3c21 was read as FLuc modulator 0%.
`Cc1cccc(NC(=O)CSc2ccc(-c3sc(-c4ccccc4)nc3C)nn2)c1C` gave FLuc modulator inconclusive.
For CCCOc1ccc(C2C(=O)N(C3CCCCC3)CC(=O)N2CCC2=CCCCC2)cc1OC (stereo not drawn) the results were FLuc modulator -3%.
`Cc1ccc(Cl)cc1NC(=O)CSc1ccc(C(=O)O)cn1` gave FLuc modulator -19%.
Screening Cc1ccc(C(C)C)c(OCC(=O)NCC2(N3CCOCC3)CCCCC2)c1 returned FLuc modulator -12%.
Cc1cccc(N2CCN(C(=O)Cn3ncc4c([nH]c5ccccc54)c3=O)CC2C)c1 (stereo not drawn) was read as FLuc modulator -2%.

Filtered by structure, the entries above containing an aryl thioether with sulfur outside any ring
`Cc1cccc(NC(=O)CSc2ccc(-c3sc(-c4ccccc4)nc3C)nn2)c1C` gave FLuc modulator inconclusive.
`Cc1ccc(Cl)cc1NC(=O)CSc1ccc(C(=O)O)cn1` gave FLuc modulator -19%.

Next part
For COC(=O)c1ccccc1NC(=O)C1CCN(C(=O)N2CC(C)Oc3ccccc32)CC1 (stereo not drawn) the results were FLuc modulator 4.8µM*.
For O=C(c1ccccc1)N1CCC(c2nc3ccccc3o2)CC1 the results were FLuc modulator -2%.
`CCOC(=O)c1c(-c2ccccc2)oc2ccc(NS(=O)(=O)c3ccc(C)cc3C)cc12` gave FLuc modulator 0%.
For CCOc1ccc(C(=O)Nc2ccc(S(=O)(=O)N3CCCCC3c3cccnc3)cc2)cc1 (stereo not drawn) the results were FLuc modulator -11%.
Cc1cccc(C(=O)N2CCc3cc(CNC(=O)COc4ccc(Cl)cc4)ccc32)c1 was read as FLuc modulator -1%.
CCOCc1cc(CN2CCN(c3ccccc3OC)CC2)c(O)c2ncccc12 was read as FLuc modulator 1%.
Screening Cc1cccc(-c2nc(CSCC(=O)NCCc3ccc(Cl)cc3)c(C)o2)c1 returned FLuc modulator inconclusive.
COc1ccc2c(CNCc3ccc(C)o3)c(C(=O)O)n(Cc3ccccc3C)c2c1 was read as FLuc modulator -2%.
For COCc1cc(C)nc2c1C(=O)NC(c1ccc(F)cc1)N2Cc1ccccc1 (stereo not drawn) the results were FLuc modulator -5%.
Screening CCCCN(C)CCCNC(=O)Cn1ncc2c3ccccc3n(Cc3cc(C)ccc3C)c2c1=O returned FLuc modulator 1%.
`CCn1c(=N)n(CCOc2ccc(Br)cc2)c2ccccc21` gave FLuc modulator 1%.
Screening COc1cccc(C(=O)N2CCCCC2CCN2CCCCC2)c1 (stereo not drawn) returned FLuc modulator 0%.

Reprinted at random: 2 compounds from above
Cc1c(Cl)cccc1NC(=O)Cn1c(=O)n(Cc2ccco2)c(=O)c2oc3ccccc3c21 was read as FLuc modulator 0%.
Cc1cccc(N2CCN(C(=O)Cn3ncc4c([nH]c5ccccc54)c3=O)CC2C)c1 (stereo not drawn) was read as FLuc modulator -2%.

Compounds from the list above with a Cl atom (5):
Screening O=C(NCCC1=CCCCC1)C1CCN(C(=O)N2CCOc3ccc(Cl)cc32)CC1 returned FLuc modulator 2%.
Cc1c(Cl)cccc1NC(=O)Cn1c(=O)n(Cc2ccco2)c(=O)c2oc3ccccc3c21 was read as FLuc modulator 0%.
`Cc1ccc(Cl)cc1NC(=O)CSc1ccc(C(=O)O)cn1` gave FLuc modulator -19%.
Cc1cccc(C(=O)N2CCc3cc(CNC(=O)COc4ccc(Cl)cc4)ccc32)c1 was read as FLuc modulator -1%.
Screening Cc1cccc(-c2nc(CSCC(=O)NCCc3ccc(Cl)cc3)c(C)o2)c1 returned FLuc modulator inconclusive.

Next section:
`COc1ccc(NC(=O)Cn2c(=O)n(Cc3nc(-c4ccccc4)no3)c(=O)c3cc4c(cc32)OCO4)cc1Cl` gave FLuc modulator -2%.
CN1c2ccc(Cl)cc2-c2nc(SCC(=O)NCc3ccccc3)ncc2S1(=O)=O was read as FLuc modulator 1%.
`Fc1cccc(NCc2ccccc2-c2nnc(-c3ccccc3Cl)o2)c1` gave FLuc modulator inconclusive.
Screening CCc1ccc(NC(=O)C(=O)NCC(c2ccc3c(c2)OCO3)N2CCOCC2)cc1 (stereo not drawn) returned FLuc modulator -1%.
COc1ccc(CNC(=O)C2CCN(c3nnc(-n4cccc4CNc4ccc(C)cc4)s3)CC2)c(OC)c1 was read as FLuc modulator -11%.
Cc1ccc(Cn2cc(C(=O)c3ccc(C)cc3)c(=O)c3ccc(C)nc32)cc1 was read as FLuc modulator 0%.
`Cc1ccc(-n2nc(C(=O)NCc3ccc(F)cc3Cl)c3c4ccccc4n(C)c3c2=O)cc1` gave FLuc modulator -2%.
Screening Cc1c(Cl)cccc1Nc1nn2c(=O)c3ccc(C(=O)NCCC4=CCCCC4)cc3nc2s1 returned FLuc modulator -7%.
For Cc1cc(C)cc(NS(=O)(=O)c2ccc(-c3cc(C)no3)cc2)c1 the results were FLuc modulator 1%.
Cc1c(C(=O)Nc2cccc(Cl)c2)sc2nc3n(c(=O)c12)N=C(c1cccc(Br)c1)CS3 was read as FLuc modulator -4%.
`CCN(CC)S(=O)(=O)c1ccc2c(c1)N(CC(=O)Nc1ccc(F)cc1)C(=O)CO2` gave FLuc modulator -7%.
`CC1=C(c2ccc(C)cc2)S(=O)(=O)NC1=NCCCN1CCN(c2ccc(F)cc2)CC1` gave FLuc modulator 2%.
`Cc1cccc(CC(=O)Nc2cccc(-c3nc4cccnc4s3)c2)c1` gave FLuc modulator -2%.
`Cc1ccc(N2CC(NC(=O)C(=O)c3c[nH]c4ccccc34)CC2=O)cc1` (stereo not drawn) gave FLuc modulator -4%.
Screening Cc1ccc2[nH]c3c(=O)n(CC(=O)Nc4ccc(Br)cc4C)ncc3c2c1 returned FLuc modulator -1%.
For COc1ccc(-c2cc(C(C)=O)c(C)n2CCC(=O)NCc2ccccc2OC)cc1 the results were FLuc modulator -6%.
`CCOc1ccc(C2C(C(=O)Nc3ccc(Cl)cc3)=C(C)Nc3nc(C(F)(F)F)nn32)cc1` (stereo not drawn) gave FLuc modulator 1%.
For CCOC(=O)N1CCN(Cc2nc3cc(NC(C)=O)ccc3n2C(C)C)CC1 the results were FLuc modulator -3%.
Screening CCOC(=O)c1c(-c2ccccc2)oc2ccc(NS(=O)(=O)c3cc(C)c(C)cc3C)cc12 returned FLuc modulator -2%.
For Cc1nn2c(=O)cc(COC(=O)c3ccc(NC(=O)COc4ccc(Cl)cc4)cc3)nc2s1 the results were FLuc modulator 1%.
Screening CC(=O)N1CCCc2cc(S(=O)(=O)NCc3cccc(C)c3)ccc21 returned FLuc modulator 3%.
For CCOCCCNC(=O)C1CCCN(c2ncnc3onc(C)c23)C1 (stereo not drawn) the results were FLuc modulator -2%.
Screening CC(C)(C)OC(=O)N1CCC(c2c(C(=O)N3CCN(C(=O)c4ccco4)CC3)cnn2-c2ccc(Cl)cc2)CC1 returned FLuc modulator -2%.
`COc1ccc(S(=O)(=O)NCC(c2ccc(N(C)C)cc2)N2CCCC2)cc1` (stereo not drawn) gave FLuc modulator -3%.
For Cc1ccc2nc(-c3ccc(C)c(NC(=O)CSc4ccc(Cl)cc4)c3)oc2c1 the results were FLuc modulator 5.4µM*.
Screening O=C(CSc1ncc(-c2ccccc2)[nH]1)Nc1cccc(Br)c1 returned FLuc modulator inconclusive.
`CCN(C(=O)CSc1nc2n[nH]c(C)c2c(=N)n1-c1cccc(OC)c1)c1cccc(C)c1` gave FLuc modulator 2%.
For COc1ccc(NS(=O)(=O)c2ccc(N3CCCCS3(=O)=O)cc2)cc1Cl the results were FLuc modulator -2%.
CCOc1ccc(/C=C/c2nc(C#N)c(N(C)C)o2)cc1 was read as FLuc modulator inconclusive.
`Cc1ccc(C(=O)N2CCn3c4c(c5cc(C)ccc53)CCCC42)cc1` (stereo not drawn) gave FLuc modulator -17%.
`O=C(c1ccc2c(c1)N(Cc1cccc(Cl)c1)C(=O)c1ccccc1S2(=O)=O)N1CCN(Cc2ccccc2)CC1` gave FLuc modulator -1%.
`COc1ccc(C(=O)Nc2onc3c2CCCC3)cc1` gave FLuc modulator 0.6µM*.
COc1ccc(CNC(=O)CC2N=C3c4ccccc4N=C(SCC(=O)Nc4ccc(C(C)C)cc4)N3C2=O)cc1 (stereo not drawn) was read as FLuc modulator -4%.
`Cc1cc(C)cc(OCC(=O)N(Cc2ccc(Cl)cc2)CC2CCCO2)c1` (stereo not drawn) gave FLuc modulator -6%.
Cc1ccc(Oc2coc3cc(OCC(=O)NC4CCCCC4)ccc3c2=O)cc1 was read as FLuc modulator -4%.
Cc1cc(F)ccc1NC(=O)CCn1nc(C)c(S(=O)(=O)N2CCCCC2)c1C was read as FLuc modulator -5%.

Compounds listed so far containing a thiophene ring, fused or not:
`Cc1cccc(Cn2c(=O)n(CC3CCC(C(=O)N4CCOCC4)CC3)c(=O)c3sccc32)c1` (stereo not drawn) gave FLuc modulator 6%.
Cc1c(C(=O)Nc2cccc(Cl)c2)sc2nc3n(c(=O)c12)N=C(c1cccc(Br)c1)CS3 was read as FLuc modulator -4%.

Going on with the list.
`O=C(CC1N=C2c3ccccc3N=C(SCc3ccccc3Cl)N2C1=O)NCc1cccs1` (stereo not drawn) gave FLuc modulator -11%.
`COc1ccccc1NC(=O)CSc1oc(-c2cccs2)nc1S(=O)(=O)c1ccc(C)cc1` gave FLuc modulator 0%.
CCc1ccccc1NC(=O)Cn1cc(S(=O)(=O)N2CCCC2)c(S(=O)(=O)N2CCCC2)c1 was read as FLuc modulator -6%.
For Cc1ccc(-n2nc3cc(C)c(NC(=O)COc4ccccc4)cc3n2)cc1 the results were FLuc modulator 7%.
`CCCCN1CCc2nc(N3CCN(c4ncccn4)CC3)ncc2C1` gave FLuc modulator -4%.
Screening CCc1ccc(S(=O)(=O)n2ccnc2)cc1 returned FLuc modulator -10%.
For COc1ccc(-c2nc3cc(C(C)C)ccc3o2)cc1NC(=O)c1ccccc1[N+](=O)[O-] the results were FLuc modulator 2.7µM*.
`Cc1ccc(C)c(NC(=O)CCc2c(C)n(C)c3cc(-c4ccccc4C)nn3c2=O)c1` gave FLuc modulator -11%.
CCCCNS(=O)(=O)c1ccc(NC(=O)c2c(-c3ccccc3)noc2C)cc1 was read as FLuc modulator -3%.
For CCc1ccc(NC(=O)CC2C(=O)N(c3ccc(Cl)cc3)C(=O)N2Cc2ccco2)cc1 (stereo not drawn) the results were FLuc modulator inconclusive.
Screening CCOC(=O)c1c(-c2ccc(C)cc2)csc1NC(=O)c1nc(SC(C)C)ncc1Cl returned FLuc modulator 0%.
Screening O=C(NCCc1ccccc1)c1ccc2c(c1)N(Cc1ccc(F)cc1)C(=O)CS2 returned FLuc modulator -11%.
For CCCCn1c(=N)c(S(=O)(=O)c2ccc(C)cc2)cc2c(=O)n3cc(C)ccc3nc21 the results were FLuc modulator 2%.
`CCOc1ccc(C(=O)NC2CC(=O)N(c3ccc(C)cc3)C2)cc1OCC` (stereo not drawn) gave FLuc modulator 4%.
Screening Cc1ccccc1Cc1c(C)nc2nc(SCC(=O)NCCc3ccc(Cl)cc3)nn2c1C returned FLuc modulator -15%.
For CCOc1cc(CNC(=O)c2ccc3c(c2)N(C)C(=O)C2CCCCN32)cc(OCC)c1OCC (stereo not drawn) the results were FLuc modulator -6%.
For COc1ccc(CCNC(=O)CCc2cn(Cc3ccc(C)cc3)c3ccccc23)cc1OC the results were FLuc modulator 3%.
`O=C(CSc1nnc2[nH]c(=O)cc(-c3ccccc3)n12)Nc1cc(C(F)(F)F)ccc1Cl` gave FLuc modulator 0.21µM*.
CC1Cc2cc(S(=O)(=O)CCC(=O)Nc3ccccc3F)ccc2N1C(=O)C1CC1 (stereo not drawn) was read as FLuc modulator -7%.
For Cc1ccc(NC(=O)C2CCN(S(=O)(=O)c3c(C)noc3/C=C/c3ccco3)CC2)cc1C the results were FLuc modulator -3%.
Screening Cc1c(C(=O)OC2CCCCC2)[nH]c2c1C(=O)CC(c1ccccc1Cl)C2 (stereo not drawn) returned FLuc modulator -2%.
Screening CCC12CN3CC(C)(CN(C1)C3c1ccccc1C)C2=O (stereo not drawn) returned FLuc modulator 1%.
Screening O=C(C1CCN(S(=O)(=O)c2cccs2)CC1)N1CCN(c2cccc(Cl)c2)CC1 returned FLuc modulator 0%.
`Cc1ccc(CNC(=O)CC2Oc3ccc(Cl)cc3NC2=O)cc1` (stereo not drawn) gave FLuc modulator -7%.
Cc1ccn2c(Nc3ccccc3)c(-c3c[nH]c4ccccc34)nc2c1 was read as FLuc modulator -14%.
`CCC12CN3CC(CC)(CN(C1)C3c1ccc(OCc3ccccc3)cc1)C2=O` (stereo not drawn) gave FLuc modulator -2%.
For COc1ccc(S(=O)(=O)N2CCC(Oc3cccc(C(F)(F)F)c3)CC2)cc1OC the results were FLuc modulator -2%.
`COc1ccc(-c2cc3ccc(O)c(CN4CCCCC4C)c3oc2=O)cc1OC` (stereo not drawn) gave FLuc modulator -1%.
`COc1ccc(S(=O)(=O)NCc2ccc3c(c2)CCN3C(=O)c2ccccc2)cc1OC` gave FLuc modulator -2%.
